Compound activity from PubChem BioAssay.
hiPSC survival – increases survival of single human iPS cells. hiPSC single-cell survival, ATPlite luminescence; 100% = ROCK inhibitor wells, 0% = DMSO. 0.044% of 360,000 active. survival enhancement, % at 20 µM. AID 602274; in the data active = survival enhancement above about 18%;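 note: cells exposed to compounds for 16 hours before the ATP read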
TRPM1 prom inh – MITF TRPM1 promoter inhibition in SK-MEL-5 cells; inhibition, % at 12.5 µM; SK-MEL-5 TRPM1 promoter luciferase, 24 h; 0.83% of 330,000 active;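 active = mean inhibition across replicates of 60% or more, whatever share of single replicates reaches that level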; note: values of inactives mirror those of a sister screen read the other way
Peg3 promoter – inhibitors of Peg3 promoter; HeLa PEG-Prom luciferase reporter, luminescence, overnight; inhibition, % at 20 µM; 1.7% of 360,000 active;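 active = inhibition of at least 50% at 20 µM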
CF NFkB inh – inhibitors of cystic fibrosis induced NF-kB | KKLEB NF-kB-GFP reporter, PAF-induced, GFP fluorescence overnight | inhibition, % at 5 µM | 0.86% of 360,000 active;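 active = at least 50% inhibition at 5 µM, scaled per plate between neutral and stimulator controls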;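 note: PAF is a Pseudomonas aeruginosa culture filtrate used as stimulus; plate controls were PAF-stimulated DMSO wells for no effect and unstimulated DMSO wells for full effect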
HIF-2a block – inhibitors of HIF-2a; 786-0 RCC cells HIF-2a reporter, luciferase luminescence, overnight; inhibition, % at 18.8 µM; 0.72% of 360,000 active;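 active = inhibition of the luminescence signal of 40% or more relative to plate controls, in a single-dose primary screen at 18.75 µM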
aDG glyco up – increases alpha dystroglycan glycosylation. Pro5-aDG cells, alpha-DG glycosylation AlphaScreen (IIH6); 0% Pro5, 100% B10-LARGE cell signal. activation, % at 10 µM. 0.22% of 360,000 active;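 active = activation of at least 8% versus controls, or a plate z-score of at least 8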;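 note: Pro5 are CHO cells carrying HIG-tagged alpha-DG that lacks glycosylation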
Shn3 3UTR inh – inhibitors of Schnurri-3 3'UTR reporter in osteoblasts | Clone20 osteoblast Shn3 3'UTR firefly luciferase, 24 h | inhibition, % at 12.5 µM | 0.52% of 360,000 active | AID 588674;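 active = mean inhibition of at least 75% with every replicate also reaching 75%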;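 note: 0% = median of neutral control wells and 100% = pilot-screen positive control compound; some compounds past the cut are filed as inactive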
NR2E3 ag-1 – activates human photoreceptor nuclear receptor NR2E3. Q9Y5X4. GST-NR2E3/biotin-RetCOR TR-FRET, 1536-well. inhibition of corepressor binding, % at 4.78 µM. 0.12% of 320,000 active. AID 2300;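 active = percent inhibition above the cutoff of mean plus 3 SD of all tested compounds, set per screening campaign, cut at about 20% in these data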;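 note: 0% = DMSO wells and 100% = biotin wells as full block of FRET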
Target sequence (Q9Y5X4 whole entry, looked up): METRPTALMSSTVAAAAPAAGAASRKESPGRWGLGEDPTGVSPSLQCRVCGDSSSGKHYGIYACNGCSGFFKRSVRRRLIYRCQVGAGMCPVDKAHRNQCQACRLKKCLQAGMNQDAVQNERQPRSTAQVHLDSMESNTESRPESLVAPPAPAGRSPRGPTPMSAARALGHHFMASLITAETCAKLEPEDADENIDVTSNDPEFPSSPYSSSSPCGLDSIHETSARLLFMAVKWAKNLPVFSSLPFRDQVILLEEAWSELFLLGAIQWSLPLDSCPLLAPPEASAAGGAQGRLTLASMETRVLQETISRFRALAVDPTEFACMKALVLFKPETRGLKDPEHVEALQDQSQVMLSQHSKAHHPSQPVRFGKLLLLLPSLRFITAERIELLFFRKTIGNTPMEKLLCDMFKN
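System: GST-tagged NR2E3 plus biotinylated RetCOR corepressor; Amount: 1.35 nM GST-tagged NR2E3 final; Dosing: single nominal compound dose of 4.8 µM; Schedule: 5 h incubation at 4 °C; Technique: TR-FRET with europium anti-GST and streptavidin-D2, 340 nm excitation; Controls: biotin wells as high control, 0.6% DMSO wells as low control.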
KKLEB cytotox – CF airway cell cytotoxicity counter-screen; activity change (cytotoxicity), % at 5 µM; KKLEB CF airway cells viability, ATPlite luminescence, overnight; active compounds read low; cells stimulated with P. aeruginosa culture filtrate; 0.36% of 360,000 active;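 active = corrected activity change at or below -50% at 5 µM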
NR2E3 ag-2 – activates human NR2E3 receptor. CHO-S Gal4-NCOR/VP16-NR2E3 two-hybrid, luciferase. inhibition of corepressor binding, % at 3.98 µM. 0.35% of 360,000 active. AID 602229;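 active = inhibition above the mean of all tested compounds plus 3 SD, cut at about 70% in these data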;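 note: 0% = DMSO with NR2E3 transfected cells and 100% = cells lacking NR2E3 construct; higher means lower luciferase signal from less NR2E3 corepressor binding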
TWEAK Fn14 block – blocks TWEAK-Fn14 interaction in a reporter cell assay | TWEAK-stimulated Fn14 reporter cells, luciferase luminescence, 8 h | inhibition, % at 10 µM | 2% of 360,000 active | AID 1159606; in the data active = inhibition above about 50%
* marks the source's active call; other numbers are inactive results; / = not tested or not shown. Random draw from the library. Share with any hit: about 4.4%.

Screens in order: NR2E3 ag-2, KKLEB cytotox, HIF-2a block, hiPSC survival, aDG glyco up, CF NFkB inh, Shn3 3UTR inh, Peg3 promoter, NR2E3 ag-1, TWEAK Fn14 block, TRPM1 prom inh
1) COC(=O)C(CCSC)NS(=O)(=O)c1ccc(Cl)cc1 (centres undefined)
    -5, -7, 6, 0.1, -0.2, 10, -5, 17, 5, 6, 3
2) CCOCc1nnc(NC(=O)c2cccs2)s1
    -22, -1, -12, 0.4, -0.1, -10, -7, -10, 3, -10, 12
3) CCN(CC)S(=O)(=O)c1cc(NC(=O)CCNC(=O)c2ccco2)ccc1C
    0, 2, 2, -0.4, 0.0, 2, -6, 9, 1, 7, 0
4) COc1ccc(C2C(C(C)=O)=C(Nc3ccccc3)CC(C)(O)C2C(C)=O)cc1OC (centres undefined)
    -15, -19, 9, -0.9, -0.2, 21, 32, 12, 2, -16, 1
5) O=C(Cc1cccc([N+](=O)[O-])c1)Nc1cccc(C(=O)N2CCCC2)c1
    17, 6, 10, 3.7, 0.3, -7, 5, 12, /, -17, /
6) C/C(=N\Nc1ccccc1[N+](=O)[O-])c1ccccc1O
    -30, 0, -288, -0.6, -0.2, -14, -114, -299, 3, -31, -64
7) CCOc1ccc(S(=O)(=O)c2cn(C)c3cc(OC)c(OC)cc3c2=O)cc1
    -21, 4, 9, -0.4, -0.2, -4, 6, 8, 2, 12, -4
8) Cc1nnc(SCC(=O)NCC(=O)Nc2ccc(F)c(F)c2F)n1Cc1ccccc1
    -2, 20, 10, -0.5, -0.3, -8, -1, 9, -1, -5, 29
9) C/C(Cl)=C/Cn1c(SC(C)C)nc2c1c(=O)[nH]c(=O)n2C
    -25, -22, 15, 0.1, -0.3, 28, 19, 6, 4, -3, 1
10) O=c1n(Cc2ccccc2)nc2n1-c1ccccc1SC2
    -52, 1, -166, -0.3, 0.1, -15, -8, -104, 0, 4, -30
11) COc1ccc(/C=N/NC(=O)c2cccc(NC(=O)c3ccc(Cl)cc3)c2)c(OC)c1
    -29, 13, -42, -0.4, -0.2, -10, -47, -23, 1, -73, -15
12) COc1ccccc1NC(=O)C1CCN(S(C)(=O)=O)CC1
    -10, -8, 20, 0.4, -0.2, -1, -60, -6, 0, -10, 6
13) CC(NC(=O)c1ccnn1C)C1CCCO1 (centres undefined)
    -5, 15, 15, -0.8, 0.0, -13, 4, 10, -3, -13, 14
14) Cc1ccccc1CN1CCN(S(=O)(=O)c2cccc3nsnc23)CC1
    -26, -12, 18, 0.1, -0.2, 29, 8, 15, 2, -16, 5
15) CNc1nc(SCc2ccccc2)nc(N2CCOCC2)n1
    21, -16, 5, 7.7, -0.2, 17, 7, -2, 2, -14, -3
16) CC1CCN(CC(=O)N2c3ccccc3CC2C)CC1 (centres undefined)
    -29, -2, 8, 0.5, -0.1, 3, 43, 5, 1, -2, -19
17) Cc1noc(C)c1NC(=O)N(C)C[C@H]1Oc2ccc(NC(=O)Nc3ccccc3)cc2C(=O)N([C@H](C)CO)C[C@@H]1C
    17, -13, 5, 3.1, 0.0, -1, 1, -6, /, 0, -4
18) CC1CCCC(n2c(=S)[nH]c3ccccc3c2=O)C1C (centres undefined)
    -2, 0, 33, -4.2, -0.1, -8, 5, 19, -1, 10, 0
19) COc1ccc(S(=O)(=O)C(C#N)c2nc3ccccc3nc2N2CCCCC2)cc1 (centres undefined)
    4, -4, -12, 3.5, -0.1, 11, -35, 21, 2, -6, -6
20) O=P(c1cccs1)(c1cccs1)c1cccs1
    -5, 5, 1, -1.1, -0.2, -13, 5, -4, -4, -4, 8
21) COc1ccccc1N(CC(=O)Nc1c(C)n(C)n(-c2ccccc2)c1=O)S(=O)(=O)c1ccc(C)cc1
    0, 17, 25, 6.9, -0.1, -9, 7, 2, 0, 1, 4
22) CCOC(=O)c1c(C)[nH]c(C)c1S(=O)(=O)N(C)CC(=O)Nc1cccc(C)c1
    24, -3, 3, -0.3, -0.1, -14, -9, 13, -1, -3, 12
23) O=C1NC(=Nc2ccc(F)cc2)CS1
    -16, -3, 3, -0.7, 0.0, 5, -10, 18, 2, 8, 7
24) O=C(CCl)Nc1cccc(Oc2cnccn2)c1
    7, 8, 11, -1.1, 0.3, -31, -1, 22, 0, 20, 30
25) Cc1ccc(S(=O)(=O)NCC(=O)N(CC(=O)NCC2CCCO2)C2CCCC2)cc1 (centres undefined)
    -12, -5, 12, 13, 0.4, 11, -13, 14, 3, 33, -5
26) O=C(CN1C(=O)CCS(=O)(=O)c2ccccc21)NCc1ccccc1
    -14, 6, 6, 3.0, -0.3, 0, -42, 3, 0, -7, -6
27) CCOc1ccc(C(=O)Nc2nnc(C)s2)cc1OCC
    -10, 14, -18, 2.7, -0.1, -16, -10, -3, 0, -12, -2
28) COC(=O)C1=C(N)OC2=C(C(=O)CCC2)C1c1cccnc1 (centres undefined)
    -17, 3, 22, 0.1, -0.2, 5, 7, 6, 1, -1, -3
29) CS(=O)(=O)c1ccc(C(=O)N2CCN(S(=O)(=O)c3ccc(C4CCCCC4)cc3)CC2)cc1
    23, 10, -5, -4.8, 2.0, -16, 60, 9, /, 17, 24
30) CC(NC(=O)c1cc(COc2ccc3ncccc3c2)on1)c1ccc(F)cc1 (centres undefined)
    85*, -1, -68, -0.8, 1.6, -4, 83, -85, 1, -11, 10

Quoted from above, compounds 1–6
Screens in order: NR2E3 ag-2, KKLEB cytotox, HIF-2a block, hiPSC survival, aDG glyco up, CF NFkB inh, Shn3 3UTR inh, Peg3 promoter, NR2E3 ag-1, TWEAK Fn14 block, TRPM1 prom inh
1) COC(=O)C(CCSC)NS(=O)(=O)c1ccc(Cl)cc1 (centres undefined)
    -5, -7, 6, 0.1, -0.2, 10, -5, 17, 5, 6, 3
2) CCOCc1nnc(NC(=O)c2cccs2)s1
    -22, -1, -12, 0.4, -0.1, -10, -7, -10, 3, -10, 12
3) CCN(CC)S(=O)(=O)c1cc(NC(=O)CCNC(=O)c2ccco2)ccc1C
    0, 2, 2, -0.4, 0.0, 2, -6, 9, 1, 7, 0
4) COc1ccc(C2C(C(C)=O)=C(Nc3ccccc3)CC(C)(O)C2C(C)=O)cc1OC (centres undefined)
    -15, -19, 9, -0.9, -0.2, 21, 32, 12, 2, -16, 1
5) O=C(Cc1cccc([N+](=O)[O-])c1)Nc1cccc(C(=O)N2CCCC2)c1
    17, 6, 10, 3.7, 0.3, -7, 5, 12, /, -17, /
6) C/C(=N\Nc1ccccc1[N+](=O)[O-])c1ccccc1O
    -30, 0, -288, -0.6, -0.2, -14, -114, -299, 3, -31, -64

Next compounds.
Screens in order: NR2E3 ag-2, KKLEB cytotox, HIF-2a block, hiPSC survival, aDG glyco up, CF NFkB inh, Shn3 3UTR inh, Peg3 promoter, NR2E3 ag-1, TWEAK Fn14 block, TRPM1 prom inh
31) COCCCNC(=O)CN1C(=O)COc2ccc(S(=O)(=O)N3CC(C)CC(C)C3)cc21 (centres undefined)
    9, 6, 8, -0.6, 0.0, 12, -9, 4, -3, 1, -6
32) Cc1occc1-c1nnc(SCC(=O)O)n1-c1ccccc1
    10, 6, 15, -0.6, 0.0, 15, -1, 5, 0, -2, 0
33) CC(=O)c1ccc(NC(=O)NNS(=O)(=O)c2ccc(F)cc2)cc1
    -15, 15, -40, -0.2, 0.1, -28, -1, -7, 1, -10, -9
34) O=C(CC(c1ccccc1)c1ccccc1O)NCc1ccco1 (centres undefined)
    -18, 6, 20, 0.3, 0.1, 4, 1, 8, 0, 17, 0
35) Cc1cc(C(=O)NNS(=O)(=O)c2ccc(C(C)(C)C)cc2)nn1C(C)(C)C
    11, -10, 16, -0.6, 0.0, 11, 9, 12, 8, 0, -1
36) CCc1ccc(N2C(=O)C3C4C=CC(CC4)C3C2=O)cc1 (centres undefined)
    -29, 11, -79, 0.1, 0.1, -40, -28, -102, 0, 1, -42
37) CNC(=O)COC(=O)c1[nH]c(C)c(C(C)=O)c1C
    -6, -8, 5, 2.6, 0.2, -8, -5, 23, 5, 1, 7
38) COC(=O)c1ccc(-c2ccco2)n1Cc1cccc(C)c1
    -5, 0, -4, -1.6, 0.3, -2, 5, 23, 1, -2, -1
39) Cc1cc(C)c2cc(CN(CCCN(C)C)C(=S)NCc3ccccc3)c(=O)[nH]c2c1
    -2, 2, 8, -0.7, 0.0, -11, -5, 5, -1, -3, -2
40) Cc1ccc(C(=O)NCc2ccc3c(c2)OCO3)c(C)c1
    -47, -4, -55, -0.6, 0.3, -4, -14, -32, -1, -7, -17
41) CC1CCCN(C(=O)COC(=O)Cn2cnc3ccccc32)C1 (centres undefined)
    23, 14, 9, 6.8, 0.0, -18, 10, 0, /, -9, 9
42) COc1ccc(C(=O)NCc2nnc(SCC(=O)Nc3nc4ccccc4s3)o2)cc1
    -21, 0, -12, 1.6, 0.1, -10, -3, -26, 3, 16, 4
43) O=S(=O)(CCc1nc2ccccc2s1)c1ccc2ccccc2c1
    -48, 1, -41, 3.2, -0.2, 10, -7, -4, -6, -3, 9
44) CC(=O)N1CCN(C(=O)CNC(=O)c2ccc(Br)o2)CC1
    -10, -4, 15, 0.4, 0.3, 12, 15, 19, 0, 6, 3
45) CCCCc1nc2cc(Cl)ccc2o1
    4, -1, 20, -0.7, 0.2, -9, -10, -5, -5, 2, 3
46) CC1=Nc2ccccc2/C1=C/c1nc(-c2ccc(C)s2)oc1O
    -27, -3, 8, 0.2, -0.1, 10, -26, 30, -3, 10, -9
47) O=C(CN1C(=O)NC2(CCOc3ccccc32)C1=O)NCc1ccccc1 (centres undefined)
    -19, 10, 20, -0.6, 0.1, -13, -9, 15, /, 3, 11
48) COc1cccc2cc(C(=O)Oc3ccc(NC(C)=O)cc3)c(=O)oc12
    -2, 0, 24, 1.3, 0.0, -9, -14, -7, 2, 0, 3
49) CC1(C)Cc2nc(N3CCOCC3)c(C#N)cc2CO1
    -15, -11, 4, 9.5, -0.3, 18, 10, -10, 0, -16, 2
